BRCT inh green = qHTS Assay for Inhibitors of BRCT-Phosphoprotein Interaction (Green Fluorophore); Breast cancer type 1 susceptibility protein (Homo sapiens), P38398; BRCA1 BRCT-phosphopeptide binding, green fluorescence polarization; Potency, µM (highest dose often 76.9 µM), for inactives: at the top dose activity change, negative = inhibition, most hits filed as inhibitors; actives 0.05% (n = 75,000);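 further: potency means the concentration at half of the fitted maximal effect; plate controls were peptide without protein for full effect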
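Compounds were incubated for 12 min at room temperature with a complex of 100 nM fluorescein-tagged pBACH1 decapeptide and 250 nM His-tagged BRCT protein. Buffer was phosphate pH 7.3 with EDTA, DTT and Tween 20. Disruption of binding lowers the polarization signal.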
HADH2 inh = qHTS Assay for Inhibitors of HADH2 (Hydroxyacyl-Coenzyme A Dehydrogenase, Type II). 3-hydroxyacyl-CoA dehydrogenase type-2 (Homo sapiens), Q99714. recombinant HADH2, NADH fluorescence, beta-hydroxybutyryl-CoA. Potency, µM (top dose mostly 57.1 µM), for inactives: top-dose activity change, negative = inhibition, actives largely listed as inhibitors. actives 3.4% (n = 73,000). AID 886, 2007; further: potency means the concentration at half of the fitted maximal effect; on the % scale 0 is the no-effect control and ±100 the full control effect; nearly all actives have a fitted effect of over 60% in size; many of its hits are not listed in these tables
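NADH fluorescence (ex 360/em 450 nm) read every 30 s for 4 min; activity taken as last-minus-first time point difference. Enzyme 20 nM, NAD+ 1 mM, beta-hydroxybutyryl-CoA 90 uM, pH 9.0 Tris buffer.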
Rhodamine autofl = qHTS Assay for Spectroscopic Profiling in Rhodamine Spectral Region. Rhodamine-region fluorescence, 547/598 nm, Tris buffer; hits give high values. max dye-equivalent concentration, M. actives 0.05% (n = 59,000); in the data active means max dye-equivalent concentration above about 11 nM; inconclusive means between about 1.1 nM and that limit
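A six-point rhodamine series on each plate calibrates the signal. Compounds sit in 100 mM Tris (pH 8.0) for 15 min at ambient temperature before imaging through 547 nm/598 nm filters.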
Tau fil binding = qHTS Assay for Tau Filament Binding | Microtubule-associated protein tau (Homo sapiens), P10636 | recombinant tau filaments, thioflavin S fluorescence, 15 h; filaments grown with octadecylsulfate alongside compound | Potency, µM (doses to about 57.1 µM), for the others: at the top dose activity change, negative = inhibition | actives 2% (n = 71,000) | AID 596, 2007;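 further: potency means the concentration at half of the fitted maximal effect; on the % scale 0 is the no-effect control and ±100 the full control effect; actives lower thioflavin S fluorescence by blocking filaments or displacing dye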
Target sequence (P10636 whole entry, looked up): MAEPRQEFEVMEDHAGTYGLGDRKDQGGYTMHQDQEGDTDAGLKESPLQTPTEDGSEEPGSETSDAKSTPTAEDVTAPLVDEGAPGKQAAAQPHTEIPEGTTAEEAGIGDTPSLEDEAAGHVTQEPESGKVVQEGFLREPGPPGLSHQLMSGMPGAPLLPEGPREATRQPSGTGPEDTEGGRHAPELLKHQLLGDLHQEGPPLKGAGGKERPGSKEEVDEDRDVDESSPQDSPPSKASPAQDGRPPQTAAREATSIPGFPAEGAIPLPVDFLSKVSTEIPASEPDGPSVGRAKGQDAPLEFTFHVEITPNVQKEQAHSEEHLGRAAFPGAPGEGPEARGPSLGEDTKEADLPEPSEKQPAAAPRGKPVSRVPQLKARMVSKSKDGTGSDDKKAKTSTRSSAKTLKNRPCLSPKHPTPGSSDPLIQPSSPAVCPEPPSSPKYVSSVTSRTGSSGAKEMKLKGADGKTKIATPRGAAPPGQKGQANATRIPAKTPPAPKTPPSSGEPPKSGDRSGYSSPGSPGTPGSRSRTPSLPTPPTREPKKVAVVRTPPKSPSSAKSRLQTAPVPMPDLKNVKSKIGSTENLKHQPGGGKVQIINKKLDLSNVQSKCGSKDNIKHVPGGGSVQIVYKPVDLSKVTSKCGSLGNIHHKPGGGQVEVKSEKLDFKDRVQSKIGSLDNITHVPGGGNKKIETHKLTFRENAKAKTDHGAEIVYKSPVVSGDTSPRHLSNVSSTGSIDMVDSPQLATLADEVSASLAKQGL
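Recombinant tau protein (human, 1 uM final) plus 30 uM ODS in HEPES pH 7.4 with NaCl, DTT and thioflavine S. Compound present from the start; fluorescence at 510 nm after 15 h, 37 C.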
15-hLO inh = qHTS Assay for Inhibitors of 15-hLO (15-human lipoxygenase) | Polyunsaturated fatty acid lipoxygenase ALOX15 (Homo sapiens), P16050 | Potency, µM (doses to about 57.1 µM), inactives show top-dose activity change, negative = inhibition, actives largely listed as inhibitors | actives 1.4% (n = 74,000) | purified 15hLO-1, xylenol orange hydroperoxide absorbance; further: potency means the concentration at half of the fitted maximal effect; on the % scale 0 is the no-effect control and ±100 the full control effect; nearly all actives have a fitted effect of over 55% in size
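Hydroperoxide formed from arachidonic acid (50 uM) by purified human 15hLO-1 (40 nM) oxidizes ferrous iron, and the ferric-xylenol orange complex is read at 573 versus 405 nm. Compounds were preincubated 15 min; reaction ran 6 min at room temperature.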
Pol III holo inh = qHTS Assay for Inhibitors of DNA Polymerase III Holoenzyme System. reconstituted DNA polymerase III holoenzyme replication, biochemical. Potency, µM (doses to about 57.1 µM), for inactives: top-dose activity change, negative = inhibition. actives 0.25% (n = 71,000); further: potency means the concentration at half of the fitted maximal effect; on the % scale 0 is the no-effect control and ±100 the full control effect
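Reconstituted *E. coli* holoenzyme (0.35 nM Pol III, 1 nM beta, 154 nM SSB, 2 nM primase) was preincubated with compound for 15 min at RT. Synthesis on 1.4 nM ssM13Gori ran 35 min, then was stopped with PicoGreen/EDTA and read as dsDNA fluorescence.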
HEK293 cAMP cs = qHTS Assay for Agonists of the Thyroid Stimulating Hormone Receptor: Activators of Intracellular cAMP Concentrations in Parental HEK 293; Potency, µM (doses to about 57.1 µM), for inactives: top-dose activation, hits mostly activators; actives 2.5% (n = 73,000); parental HEK293 CNG cAMP sensor, membrane potential fluorescence; further: potency means the concentration at half of the fitted maximal effect; % of control where 0% means no effect; nearly all actives have a fitted effect of over 55% in size
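Counterscreen for endogenous-receptor signalling: CNG-channel HEK 293 cells report cAMP rise by membrane depolarization. After 60 min dye equilibration with 100 uM RO 20-1724, compounds incubated 30 min before bottom-read fluorescence at 590 nm.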
USP2a inhib = qHTS Assay for Inhibitors of Ubiquitin-specific Protease USP2a; Ubiquitin carboxyl-terminal hydrolase 2 (Homo sapiens), O75604; USP2a enzymatic assay, qHTS inhibition; actives 0.1% (n = 60,000); Potency, µM (titrated, usually from 38.3 µM), for the others: top-dose activity change, negative = inhibition, usual class: inhibitors; AID 927, 2007;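 further: potency means the concentration at half of the fitted maximal effect; nearly all actives have a fitted effect of over 60% in size; plate controls were DMSO for no effect and NEM full inhibition control for full effect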
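20 nM USP2 core + cpd, 30 min RT; add 20 nM Ub-PLA2/20 uM NBD C6-HPC; read Ex460/Em535 at 0 h and 2.5 h. Normalized to NEM; qHTS curve fit/classification.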
BRCT PPI red = qHTS Assay for Inhibitors of BRCT-Phosphoprotein Interaction (Red Fluorophore); Breast cancer type 1 susceptibility protein (Homo sapiens), P38398; BRCT-phosphopeptide binding, red fluorescence polarization; Potency, µM (doses to about 76.9 µM), for inactives: top-dose activity change, negative = inhibition, hits mostly inhibitors; actives 0.03% (n = 75,000); further: on the % scale 0 is the no-effect control and ±100 the full control effect
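Fluorescence polarization: 100 nM His-tagged BRCA1 BRCT with 100 nM TAMRA-labelled phospho-BACH1 decapeptide, phosphate buffer pH 7.3 with 150 mM NaCl, DTT, 0.01% Tween 20; 12 min RT. Binding inhibition seen as FP decrease.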
Caspase-1 inhib = qHTS Assay for Allosteric/Competitive Inhibitors of Caspase-1; P29466; Caspase-1 enzyme, Ac-WEHD-AFC fluorogenic rate; Potency, µM (highest dose often 57.5 µM), for the others: at the top dose activity change, negative = inhibition, usual class: inhibitors; actives 0.03% (n = 75,000);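 further: potency means the concentration at half of the fitted maximal effect; plate controls were vehicle for no effect and no substrate for full effect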
Casp7 inh = qHTS Assay for Allosteric/Competitive Inhibitors of Caspase-7 | P55210 | AID 889, 2007 | recombinant caspase-7, Ac-DEVD-AFC fluorescence rate | actives 0.02% (n = 75,000) | Potency, µM (doses to about 57.5 µM), inactives show at the highest dose activity change, negative = inhibition, usual class: inhibitors; active means well fitted inhibition curve with a large enough effect in the main read-out, with a control signal flat, not every such curve was filed as active; inconclusive means small, poorly fitted or top-dose-only effect, or a change in a side signal; further: potency means the concentration at half of the fitted maximal effect; % of control where 0% means no effect
Target sequence (P55210 24-198 limits assumed): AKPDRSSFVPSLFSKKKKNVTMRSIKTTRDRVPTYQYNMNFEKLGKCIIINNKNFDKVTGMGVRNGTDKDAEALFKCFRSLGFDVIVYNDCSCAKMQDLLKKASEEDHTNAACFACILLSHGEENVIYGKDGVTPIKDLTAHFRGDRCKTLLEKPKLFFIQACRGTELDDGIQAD
Target sequence (P55210 207-303 limits assumed): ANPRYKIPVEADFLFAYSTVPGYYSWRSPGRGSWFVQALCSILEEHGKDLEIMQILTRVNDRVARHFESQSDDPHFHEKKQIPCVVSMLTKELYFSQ
An asterisk follows results filed as active; i = inactive; u = inconclusive; x = no result given; [ ] = dose if it differs, or a comment. Unless noted, the call rests on the fitted dose curve; in most records, active means well fitted curve in the direction sought with a large enough effect; inconclusive means small, poorly fitted or top-dose-only effect, or another doubt; inactive means no such curve, though single readings can be large; an effect the other way counts as inactive or inconclusive. Only part of the results is shown; rates above refer to the full screens.

SMILES | BRCT inh green | HADH2 inh | Rhodamine autofl | Tau fil binding | 15-hLO inh | Pol III holo inh | HEK293 cAMP cs | USP2a inhib | BRCT PPI red | Caspase-1 inhib | Casp7 inh
Cc1onc(-c2ccccc2Cl)c1C(=O)N1CCN(C(=O)c2ccco2)CC1 | -3.4% | 5% | x | 12% | -1% | -6% | 0% | -1% | -0.1% | -1% | 6%
Cn1c(Cn2nnc3ccccc32)nnc1SCC(=O)N1CCc2ccccc21 | 0.0% | 15% | i | 0% | 9% | -8% | -1% | 7% | 0.3% | 1% | 0%
CCCn1c(-c2ccc(F)cc2)nc2c(NCC3CCN(C)CC3)nc(C)nc21 | 0.7% | -11% | x | 22% | 2% | -9% | u | x | 0.2% | 0% | 0%
Cc1ccc(-c2nc3ccccc3c(=O)n2CCCn2ccnc2)cc1 | 0.0% | 7% | i | 4% | 23% | -5% | 2% | 6% | -1.5% | 0% | 0%
Cc1cc(C(=O)CSc2nnc(-c3ccncc3)n2-c2ccccc2)c(C)n1C | 2.3% | -7% | i | 52% | -29% | -8% | 5% | 29% | -1.4% | -13% | -12%
O=C1c2ccccc2C(=O)N1Cc1nc2ccccc2c(=O)n1CCCn1ccnc1 | 0.0% | 0% | x | 8% | 6% | -4% | 6% | 2% | -1.8% | -2% | -1%
CCOC(=O)c1nnn(-c2nonc2N)c1CSc1ccccn1 | -0.2% | 2% | i | 5% | 2% | -1% | 6% | -2% | -2.4% | 0% | -2%
OCC1OC(n2cnc3c(=S)nc[nH]c32)C(O)C1O (stereo not drawn) | 1.2% | x | x | x | -6% | x | x | -13% | 1.8% | -2% | 0%
CCC(=O)Nc1cc(-c2nn(C)c(=O)c3ccccc23)ccc1OC | 0.2% | 13% | i | 3% | 2% | -4% | u | 4% | -0.3% | 0% | -1%
COc1ccc(OC)c(C2C(C(C)=O)=C(O)C(=O)N2Cc2cccnc2)c1 (stereo not drawn) | 0.9% | -23% | i | -3% | -4% | -5% | 14% | -4% | -1.1% | 1% | -2%

Taken from the entries so far (7 entries):
SMILES | BRCT inh green | HADH2 inh | Rhodamine autofl | Tau fil binding | 15-hLO inh | Pol III holo inh | HEK293 cAMP cs | USP2a inhib | BRCT PPI red | Caspase-1 inhib | Casp7 inh
Cc1ccc(-c2nc3ccccc3c(=O)n2CCCn2ccnc2)cc1 | 0.0% | 7% | i | 4% | 23% | -5% | 2% | 6% | -1.5% | 0% | 0%
Cc1cc(C(=O)CSc2nnc(-c3ccncc3)n2-c2ccccc2)c(C)n1C | 2.3% | -7% | i | 52% | -29% | -8% | 5% | 29% | -1.4% | -13% | -12%
O=C1c2ccccc2C(=O)N1Cc1nc2ccccc2c(=O)n1CCCn1ccnc1 | 0.0% | 0% | x | 8% | 6% | -4% | 6% | 2% | -1.8% | -2% | -1%
CCOC(=O)c1nnn(-c2nonc2N)c1CSc1ccccn1 | -0.2% | 2% | i | 5% | 2% | -1% | 6% | -2% | -2.4% | 0% | -2%
OCC1OC(n2cnc3c(=S)nc[nH]c32)C(O)C1O (stereo not drawn) | 1.2% | x | x | x | -6% | x | x | -13% | 1.8% | -2% | 0%
CCC(=O)Nc1cc(-c2nn(C)c(=O)c3ccccc23)ccc1OC | 0.2% | 13% | i | 3% | 2% | -4% | u | 4% | -0.3% | 0% | -1%
COc1ccc(OC)c(C2C(C(C)=O)=C(O)C(=O)N2Cc2cccnc2)c1 (stereo not drawn) | 0.9% | -23% | i | -3% | -4% | -5% | 14% | -4% | -1.1% | 1% | -2%

(list continues)
SMILES | BRCT inh green | HADH2 inh | Rhodamine autofl | Tau fil binding | 15-hLO inh | Pol III holo inh | HEK293 cAMP cs | USP2a inhib | BRCT PPI red | Caspase-1 inhib | Casp7 inh
CC1(C)NC(=O)N(CC(O)CNC23CC4CC(CC(C4)C2)C3)C1=O (stereo not drawn) | -4.0% | 11% | i | -4% | 9% | -5% | 4% | 2% | -0.7% | 0% | 1%
Cc1ccc(CCNC(=O)C2CCN(S(=O)(=O)N3CCCC3)CC2)cc1 | -0.2% | 0% | i | 10% | -1% | -4% | u | 2% | -0.1% | 2% | 0%
COC(=O)c1ccc(C(NC(=O)OCc2ccccc2)/C(F)=C/[C@@H](C)C(=O)NC2CCCCC2)cc1 (stereo partly drawn) | -1.0% | 16% | x | -2% | -5% | 2% | u | x | -1.6% | -4% | -2%
Cc1cc(C)n(-c2nc3ccccc3c(=O)n2OCC(=O)Nc2c(C)cccc2C)n1 | -0.2% | -12% | i | -5% | 3% | 3% | 27% | 0% | -1.9% | -13% | 0%
CCOc1ccc2nc(SCC(=O)NC3CCS(=O)(=O)C3)[nH]c2c1 (stereo not drawn) | -2.4% | -7% | i | 2% | 5% | -7% | -7%[2.29 µM] | 1% | -0.4% | 2% | 0%
CN(C1CCCCC1)S(=O)(=O)c1ccc2c(c1)c(=O)c(C(=O)NCCN1CCCC1)cn2C | 1.7% | -8% | x | 37% | -14% | 1% | 17% | x | 0.8% | -4% | -2%
COCCCNC(=O)c1ccccc1Oc1ccccc1 | -1.2% | -6% | x | x | 2% | x | 11% | x | -0.5% | 2% | -2%
CNC(=O)[C@H](C)/C=C(\c1cccnc1)C(NC(=O)OCc1ccccc1)c1ccc(C(=O)OC)cc1 (stereo partly drawn) | -1.9% | 10% | x | 5% | 5% | 4% | 6% | x | 1.3% | 1% | -3%
Cc1nc(SCc2c(F)cccc2Cl)n[nH]1 | -2.5% | 8% | i | -2% | 3% | -2% | 1% | -2% | -0.3% | -1% | 0%
CC(=O)N1CCN(c2ccc(NCc3ccc(C(C)C)cc3)cc2)CC1 | 1.3% | 26% | i | 25µM* | 13µM* | -3% | 4µM* | 24% | -0.6% | -1% | 0%
CC(C)NS(=O)(=O)c1cccc2nsnc12 | -1.5% | 4% | i | -8% | 9% | -3% | 9% | -6% | -0.7% | 0% | 1%
CCn1c(=O)cc(SCC(=O)N2CCCCC2)c2ccccc21 | 5.7% | -8% | i | 1% | 0% | -2% | 8% | 6% | -2.0% | 0% | 1%
COC(=O)Nc1ccc(S(=O)(=O)N2CCCC(C(=O)Nc3cccc4c3OCCO4)C2)cc1 (stereo not drawn) | -0.1% | 5% | i | -15% | -11% | -4% | -2% | 34%[activator] | -1.3% | -1% | -1%
NC(=O)Nc1ccc(Oc2c(F)c(F)c(F)c(F)c2F)cc1 | -0.7% | 21% | i | 10% | -28% | -18% | -3% | 16% | 0.2% | 0% | 1%
Cc1nc2ncnn2c(N2CCN(C(=O)Cc3cccs3)CC2)c1C | 1.4% | -14% | i | -19% | -11% | 0% | 7% | 14% | -0.2% | -2% | -12%
COc1ccccc1CN1CCC2(CC1)CCN(C(=O)c1cccn1C)CC2 | -2.8% | 0% | i | 4% | 6% | 3% | 6% | 18% | -0.8% | -4% | -1%
CC1(C)OC(=O)C(=CNC(Cc2c[nH]c3ccccc23)C(=O)O)C(=O)O1 (stereo not drawn) | -0.3% | -1% | i | 4% | 3% | -8% | 2% | -8% | -0.4% | 1% | -1%
CN1[C@H](CC(=O)c2ccccc2)CCC[C@H]1C[C@H](O)c1ccccc1 | 0.5% | 12% | x | -22% | 1%[25.6 µM] | 6% | 19% | x | -0.4% | -2% | 2%
CCOC(=O)C1=C(C)NC(=O)NC1c1c(OCC(=O)N2CCCCC2)ccc2ccccc12 (stereo not drawn) | 0.5% | 12% | i | 11% | 7% | -2% | 14% | 23% | -2.9% | 2% | -5%
Cn1c(SCC(=O)Nc2ccccc2-c2ccccc2)nnc1-c1ccco1 | -1.7% | 15% | i | 0% | -2% | -2% | 13% | 24% | 0.1% | 0% | -2%
